PAD4 FP inh: human PAD4 inhibitors, primary screen, biochemical, fluorescence polarization, 1536-well format; Protein-arginine deiminase type-4 (Homo sapiens), Q9UM07; inhibition, % at 6.36 µM; 0.41% of 330,000 active; recombinant PAD4, RCA probe fluorescence polarization;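 active = percent inhibition above a cutoff equal to the mean of all tested compounds plus 3 SD, cut at about 15% in these data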;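 note: 0% = PAD4 with RCA probe and DMSO and 100% = probe without PAD4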
PAFAH1B2 FP inh: PAFAH1B2 enzyme inhibitors, primary screen, biochemical, fluorescence polarization, human; recombinant PAFAH1B2, FP-rhodamine activity probe; Platelet-activating factor acetylhydrolase IB subunit alpha2 (Homo sapiens), P68402; inhibition, % at 3.39 µM; AID 492953, 2010; 1.2% of 340,000 active;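 active = inhibition above the mean of all tested compounds plus 3 SD, cut at about 24% in these data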;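 note: 0% = enzyme with DMSO and 100% = wells lacking PAFAH1B2; many of its hits are not listed in these tables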
Target sequence (P68402 whole entry, looked up): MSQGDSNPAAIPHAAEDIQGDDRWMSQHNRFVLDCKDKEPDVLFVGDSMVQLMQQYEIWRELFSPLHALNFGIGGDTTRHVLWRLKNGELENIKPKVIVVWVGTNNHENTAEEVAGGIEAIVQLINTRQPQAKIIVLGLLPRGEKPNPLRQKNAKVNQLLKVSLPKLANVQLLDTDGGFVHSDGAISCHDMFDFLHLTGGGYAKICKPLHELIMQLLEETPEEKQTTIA
LYPLA2 inh: LYPLA2 inhibitors, primary screen, counter-screen for PME1 inhibitor project, biochemical, fluorescence polarization, FP-Rh probe ABPP; 0.38% of 320,000 active; inhibition, % at 5.9 µM; Acyl-protein thioesterase 2 (Homo sapiens), O95372; recombinant LYPLA2; AID 2177, 2009;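 active = inhibition above the screen-wide mean plus 3 SD, limit set per campaign, cut at about 26% in these data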;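 note: 0% = LYPLA2 with DMSO and 100% = wells lacking LYPLA2 enzyme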
Target sequence (O95372 whole entry, looked up): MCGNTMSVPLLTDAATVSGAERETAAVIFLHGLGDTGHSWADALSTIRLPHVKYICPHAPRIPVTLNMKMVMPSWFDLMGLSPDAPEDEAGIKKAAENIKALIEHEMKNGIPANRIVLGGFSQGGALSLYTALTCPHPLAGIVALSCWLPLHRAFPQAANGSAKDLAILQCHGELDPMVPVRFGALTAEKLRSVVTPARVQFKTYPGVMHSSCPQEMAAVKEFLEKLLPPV
LYPLA1 inh: LYPLA1 inhibitors, primary screen, counter-screen for PME1 inhibitor project, biochemical, fluorescence polarization, FP-Rh probe ABPP. inhibition, % at 5.9 µM. recombinant LYPLA1. 0.16% of 320,000 active. AID 2174, 2009. Acyl-protein thioesterase 1 (Homo sapiens), O75608;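 active = inhibition above the mean of all tested compounds plus 3 SD, set per campaign, cut at about 14% in these data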;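 note: inhibitors block serine hydrolase probe labeling of LYPLA1 so polarization falls; 0% = enzyme with DMSO and 100% = wells lacking LYPLA1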
Target sequence (O75608 whole entry, looked up): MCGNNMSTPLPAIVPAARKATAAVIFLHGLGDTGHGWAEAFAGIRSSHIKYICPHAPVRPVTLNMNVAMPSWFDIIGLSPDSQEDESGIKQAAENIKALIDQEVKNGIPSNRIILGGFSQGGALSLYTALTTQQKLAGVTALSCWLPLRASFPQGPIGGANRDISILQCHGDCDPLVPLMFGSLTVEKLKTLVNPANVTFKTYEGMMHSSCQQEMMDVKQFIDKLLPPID
PAFAH1B3 inh: PAFAH1B3 enzyme inhibitors, primary screen, biochemical, fluorescence polarization, human | Platelet-activating factor acetylhydrolase IB subunit alpha1 (Homo sapiens), Q15102 | recombinant PAFAH1B3, FP-rhodamine probe | inhibition, % at 3.39 µM | 0.28% of 340,000 active | AID 492972, 2010;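 active = inhibition above the screen-wide average of all tested compounds plus 3 SD, cut at about 25% in these data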;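 note: 0% = enzyme with DMSO only and 100% = wells lacking PAFAH1B3 protein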
Target sequence (Q15102 whole entry, looked up): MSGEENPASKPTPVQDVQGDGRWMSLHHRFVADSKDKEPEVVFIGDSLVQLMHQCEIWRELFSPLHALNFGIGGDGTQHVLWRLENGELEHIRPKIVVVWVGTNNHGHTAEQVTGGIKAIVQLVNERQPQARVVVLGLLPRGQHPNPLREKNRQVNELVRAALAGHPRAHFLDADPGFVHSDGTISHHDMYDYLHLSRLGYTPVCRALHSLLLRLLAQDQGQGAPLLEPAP
PREPL inh: PREPL enzyme inhibitors, primary screen, biochemical, fluorescence polarization | inhibition, % at 5.96 µM | AID 2751, 2010 | recombinant PREPL, fluorescence polarization activity-based probe | 0.68% of 320,000 active; in the data active = inhibition above about 43%;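 note: 0% = enzyme with DMSO and 100% = wells lacking enzyme; many of its hits are not listed in these tables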
PME-1 inh: PME-1 inhibitors via competitive probe labeling, primary screen, biochemical, fluorescence polarization, FP-Rh probe, HTS; recombinant PME-1; 0.53% of 320,000 active; AID 2130, 2009; inhibition, % at 5.9 µM; Protein phosphatase methylesterase 1 (Homo sapiens), Q9Y570;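 active = inhibition above the campaign mean of all compounds plus 3 SD, cut at about 26% in these data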;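 note: competitive labeling of PME-1 active site by serine hydrolase directed probe; 0% = PME-1 with DMSO and 100% = wells lacking PME-1 enzyme; inhibitors block probe labeling so polarization falls and inhibition rises; many of its hits are not listed in these tables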
pPAFAH FP inh: pPAFAH enzyme inhibitors, primary screen, biochemical, fluorescence polarization, human | recombinant pPAFAH, FP-rhodamine probe fluorescence polarization | inhibition, % at 3.39 µM | 1.5% of 330,000 active;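 active = inhibition above the mean inhibition across the screen plus 3 SD, cut at about 25% in these data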;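 note: inhibitors block binding of the rhodamine activity-based probe so polarization drops; 0% = enzyme with DMSO and 100% = wells lacking pPAFAH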
GSTO1 counter: inhibitors of recombinant GSTO1, primary screen, counter-screen for RBBP9 inhibitor project, biochemical, fluorescence polarization; activity-based probe fluorescence polarization; inhibition, % at 5.96 µM; 1.1% of 300,000 active; AID 1974, 2009;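 active = inhibition above the campaign mean inhibition plus 3 SD, cut at about 35% in these data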;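 note: 0% = GSTO1-1 with DMSO and 100% = wells lacking GSTO1-1 enzyme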
Starred values were filed as active, the others as inactive; · = not tested or not shown.

SMILES	PAD4 FP inh	PAFAH1B2 FP inh	LYPLA2 inh	LYPLA1 inh	PAFAH1B3 inh	PREPL inh	PME-1 inh	pPAFAH FP inh	GSTO1 counter
Cc1cccc(NC(=O)CN2CCN(C(=O)CNC(=O)Cc3cccc4ccccc34)CC2)c1C	0	3	21	4	6	23	3	48*	·
C=CCn1c(=O)/c(=C2/Sc3ccccc3N2CC)s/c1=C1/C(=O)NN=C1C	-45	·	-4	0	·	-3	-10	0	-12
COc1ccc(-c2nc(NC(=O)c3n[nH]c(=O)c4ccccc34)sc2C)cc1	-3	2	-1	2	4	20	-3	2	1
COc1cc2c(=O)n(Cc3ccco3)c(=O)n(CC(=O)c3cccc(Br)c3)c2cc1OC	-6	·	-4	-5	·	-4	-10	-5	1
O=C(Nc1ccccc1N1CCCCC1)C1CC(=O)N(c2ccccc2F)C1 (configuration not stated)	-5	2	1	0	2	8	2	3	·
CC1(C)COC(/C=C/c2ccc([N+](=O)[O-])cc2)=N1	-3	6	0	1	7	3	3	1	-1
COCCNC(=O)c1cc2oc3ccccc3c2n1C	-9	3	-2	-4	2	8	-6	-3	3
CCN(CC)CCN1C(=O)C(=O)/C(=C(/O)c2ccncc2)C1c1ccccc1F (configuration not stated)	3	6	-2	-1	-1	5	2	2	5
N/C(=N\OC(=O)c1cc([N+](=O)[O-])ccc1Cl)c1cccnc1	1	4	-1	-1	3	-6	-4	1	7
O=C(N/N=C/c1ccccc1)c1ccc(OCc2ccccc2)cc1	-2	3	4	-2	3	5	1	4	-4
CC1(C)Cc2c(sc3ncnc(N)c23)CO1	-2	2	9	1	0	20	-5	6	-3
COC(=O)c1c(NC(=O)c2ccco2)sc2c1CC(C)(C)NC2(C)C	0	-4	-1	-2	5	11	5	-1	1
CCOC(=O)NC1CCS(=O)(=O)C1 (configuration not stated)	-2	-3	0	-4	5	-1	0	-2	0
Cc1cc(NC(=O)C(C)SCC(=O)Nc2ccc(SC(F)F)cc2)no1 (configuration not stated)	-2	19	3	8	2	-1	-3	5	3
CC(=O)Nc1cccc(NC(=O)c2ccco2)c1	-2	2	-3	-5	8	7	1	2	3
Cc1ccccc1N1CCN(C(=O)c2ccccc2NC(=O)C2CC=CCC2C(=O)O)CC1 (configuration not stated)	-2	-2	-2	0	-1	-6	-11	-3	-8
O=C1CSC(c2ccco2)N1 (configuration not stated)	-7	-1	-3	1	4	7	-2	0	7
CC(CCN1C(Nc2ccccc2)=NC[C@@H]1C)c1ccccc1 (some centres not stated)	1	-1	0	1	2	15	-4	-1	11
CC(C)Oc1cccc(NC(=O)c2cnccc2C(F)(F)F)c1	0	8	3	3	4	2	5	6	-5
CCOC(=O)C1CCN(c2ccccc2CN2CCN(c3ccccc3OCC)CC2)CC1	0	4	4	1	-4	0	-1	5	2

Overlap with the part before: 3 entries; new compounds follow.
SMILES	PAD4 FP inh	PAFAH1B2 FP inh	LYPLA2 inh	LYPLA1 inh	PAFAH1B3 inh	PREPL inh	PME-1 inh	pPAFAH FP inh	GSTO1 counter
CC(CCN1C(Nc2ccccc2)=NC[C@@H]1C)c1ccccc1 (some centres not stated)	1	-1	0	1	2	15	-4	-1	11
CC(C)Oc1cccc(NC(=O)c2cnccc2C(F)(F)F)c1	0	8	3	3	4	2	5	6	-5
CCOC(=O)C1CCN(c2ccccc2CN2CCN(c3ccccc3OCC)CC2)CC1	0	4	4	1	-4	0	-1	5	2
Cc1cccc(CSc2nnc(CCCCCNC(=O)OC(C)(C)C)o2)c1	1	0	3	-2	7	7	7	7	-4
O=C(Cn1nc2n(c1=O)-c1ccccc1SC2)N/N=C/c1cccnc1	1	2	1	-2	-2	18	1	1	8
COc1ccc(-c2noc(CNC(=O)C(C)Oc3ccccc3)n2)cc1 (configuration not stated)	0	2	2	-2	5	-13	5	3	4
COC(=O)c1cc(CSc2nc3ccccc3[nH]2)oc1C	-3	6	8	3	3	-5	1	5	-3
Cc1ccc(S(=O)(=O)N(C)C)cc1NC(=O)C(C)OC(=O)c1ccc2ccccc2n1 (configuration not stated)	4	1	1	2	7	-2	1	4	·
CC(C)c1ccc(NC(=O)C2CCCCN2S(=O)(=O)c2ccccc2)cc1 (configuration not stated)	4	0	-1	-2	2	-1	-2	2	·
COC(=O)c1ccc(CSc2nnc(C)s2)cc1	1	-2	1	2	-1	11	-2	0	7
CC12CN3CC(C)(CN(C1)C3c1ccc(Br)cc1O)C2 (configuration not stated)	-7	3	3	3	-2	0	4	6	6
COCCNc1nc2nonc2nc1N(C)Cc1ccc(C)cc1	3	0	-1	-3	8	-5	3	7	11
CCOC(=O)C(=CNc1ccc(C(F)(F)F)cc1)C(=O)OCC	-5	5	-3	-1	8	10	2	6	-9
COc1ccc(C(=O)NCCCN2CCOCC2)cc1S(=O)(=O)N1CCCc2ccccc21	-2	6	1	0	9	-15	-2	2	-1
COC(=O)Nc1ncc(CN2C(=O)c3ccccc3C2=O)s1	-2	4	4	2	12	3	0	9	7
Cc1cccc(CNC(=O)Cn2ccc3cc(S(=O)(=O)N4CCCCCC4)ccc32)c1	-2	3	11	0	0	0	11	5	-4
CC(=O)Nc1ccc(S(=O)(=O)NC(C)c2ccncc2)cc1 (configuration not stated)	0	0	2	2	5	18	1	-3	·
Cc1cc(C)n2ncc(C(=O)NCc3ccccc3)c2n1	-6	-4	-2	3	2	5	5	2	1
CC(OC(=O)CN1C(=O)NC2(CCCC2)C1=O)C(=O)c1ccc(C(C)(C)C)cc1 (configuration not stated)	0	7	2	-1	1	-3	-2	5	10
COC(=O)C1CCN(C(=O)C2CCC(=O)N(CCCc3ccccc3)C2)CC1 (configuration not stated)	0	-2	-9	-3	-8	-3	0	6	-4
COc1ccccc1-c1nn2c(C3COc4ccccc4O3)nnc2s1 (configuration not stated)	4	0	-8	-5	-2	-60	-14	5	1
CCOC(=O)c1ccc(NC(=O)COc2ccc(CNCCO)cc2OCC)cc1	-4	0	8	4	4	-5	-24	-1	1
CCNC(=O)/C(C#N)=C/c1c(N2CCN(c3ccccc3)CC2)nc2c(C)cccn2c1=O	-7	3	-3	-2	3	33	0	12	9

Pulled one by one from the list above:
SMILES	PAD4 FP inh	PAFAH1B2 FP inh	LYPLA2 inh	LYPLA1 inh	PAFAH1B3 inh	PREPL inh	PME-1 inh	pPAFAH FP inh	GSTO1 counter
CC(C)c1ccc(NC(=O)C2CCCCN2S(=O)(=O)c2ccccc2)cc1 (configuration not stated)	4	0	-1	-2	2	-1	-2	2	·
COC(=O)C1CCN(C(=O)C2CCC(=O)N(CCCc3ccccc3)C2)CC1 (configuration not stated)	0	-2	-9	-3	-8	-3	0	6	-4
COC(=O)c1cc(CSc2nc3ccccc3[nH]2)oc1C	-3	6	8	3	3	-5	1	5	-3
Cc1ccc(S(=O)(=O)N(C)C)cc1NC(=O)C(C)OC(=O)c1ccc2ccccc2n1 (configuration not stated)	4	1	1	2	7	-2	1	4	·
Cc1cccc(CNC(=O)Cn2ccc3cc(S(=O)(=O)N4CCCCCC4)ccc32)c1	-2	3	11	0	0	0	11	5	-4
COc1ccccc1-c1nn2c(C3COc4ccccc4O3)nnc2s1 (configuration not stated)	4	0	-8	-5	-2	-60	-14	5	1
COC(=O)c1ccc(CSc2nnc(C)s2)cc1	1	-2	1	2	-1	11	-2	0	7

Going on with the list.
SMILES	PAD4 FP inh	PAFAH1B2 FP inh	LYPLA2 inh	LYPLA1 inh	PAFAH1B3 inh	PREPL inh	PME-1 inh	pPAFAH FP inh	GSTO1 counter
O=C(c1cc(COc2ccc(F)cc2Cl)on1)N1CCN(C2CCCCC2)C(=O)C1	0	-1	2	-3	0	26	8	4	1
Cc1nn(C)cc1C(C(=O)NC1CCCCC1)N(Cc1ccccc1Cl)C(=O)c1cnccn1 (configuration not stated)	2	-3	3	5	-4	-2	0	0	5
C=CCn1c(=O)c(C(=O)Nc2ccccc2C(=O)OCC)c(O)c2ccccc21	-1	-2	-6	-7	5	-10	-8	0	-8
CC(=O)Nc1cccc(-c2csc(Nc3ccccn3)n2)c1	-1	10	3	10	12	8	13	7	-4
Cc1ccc(C)c(/C=C(\C(=O)O)c2ccc(S(=O)(=O)N3CCCCC3)s2)c1	-2	7	4	-1	5	-4	-2	19	-12
CC(C)C(NS(=O)(=O)c1cccc2nsnc12)C(=O)NCCC1=CCCCC1 (configuration not stated)	2	4	-1	0	11	2	1	9	5
COc1ccc2[nH]c(=O)c(CN(C(=O)COc3ccccc3)C(C)C)cc2c1	9	4	-1	1	0	8	4	5	3
Cc1ccc(C(=O)n2c(-c3ccccc3)cnc2SCC(=O)Nc2ccc(C)cc2C)cc1	-1	-2	-2	0	2	7	9	5	0
Cc1noc(C)c1CCC(=O)NC1CCCN(Cc2ccc(CC(C)C)cc2)C1 (configuration not stated)	-2	2	4	3	3	-5	0	14	0
Cc1ccnc(SCc2ccc(C(=O)O)cc2)n1	-4	6	2	7	12	1	-1	-2	-1
Cc1ccc(N2C(=O)C3CCC(C)(C2=O)C3(C)C)cc1 (configuration not stated)	-1	-2	4	1	0	0	-2	-1	7
CSc1ncc(OCc2ccccc2)c(=O)[nH]1	1	4	-2	-5	2	-9	1	-1	1
COc1ccc(CCNC(=O)C2CCCN(S(=O)(=O)c3cc(C)ccc3OC)C2)cc1OC (configuration not stated)	-1	2	-4	-4	-5	4	-3	-6	9
O=[N+]([O-])c1ccc(-c2cn3nc(-c4ccccc4)c(-c4ccccc4)nc3n2)cc1	1	·	1	0	·	15	6	3	-10
CC(Sc1ccccc1)C(=O)N/N=C/c1cccnc1 (configuration not stated)	-3	1	6	-1	6	9	6	-1	2
CC(Oc1ccc(Cl)cc1)C(=O)Nc1ccccc1N1CCOCC1 (configuration not stated)	4	10	·	·	5	7	·	11	·
CC(C)C(=O)Nc1cccc(NC(=S)NC(=O)c2ccc([N+](=O)[O-])cc2)c1	7	3	12	4	1	4	18	1	0
Cc1cnc(C(=O)Nc2ccc(C(=O)N3CCCCC3)cc2)cn1	-1	-1	5	4	-6	-3	1	-1	-7
CCCCC(C)n1[nH]c(=O)cc1N (configuration not stated)	-1	-2	-5	-2	9	0	-3	18	1
COc1ccc(-c2cn3cc(Cl)ccc3n2)cc1OC	-1	4	3	-2	-1	11	7	6	0
Cc1cc2nccc(-c3ccco3)n2n1	5	-6	-4	-3	11	1	-3	0	-4
O=C(N/N=C/c1ccncc1)c1cc([N+](=O)[O-])cc([N+](=O)[O-])c1O	0	3	-2	-2	15	11	5	32*	10
Cn1c(CO)cnc1S(=O)(=O)Cc1ccc(Cl)cc1	-2	9	-3	0	12	-4	-7	-4	6
CCOc1ccc(S(=O)(=O)Nc2nc3ccccc3nc2-n2ccc(=NC(=O)c3cccs3)cc2)cc1	10	-1	-6	0	-12	5	1	-8	-6

Not all compounds are listed (hit frequency here may not be typical).
